TPT1 inhibitor: blocks Candida albicans tRNA 2'-phosphotransferase | actives 0.81% (n = 300,000) | inhibition, % at 5 µM | recombinant caTPT1, FP RNA substrate dephosphorylation;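 active = inhibition above the mean of all tested compounds plus 3 SD, set per screening campaign, cut at about 24% in these data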;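 note: plate controls were DMSO alone for no effect and ferristatin control at 100 nM for full effect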
procasp3 activ: procaspase-3 (human) activation; activation, % at 8.5 µM; recombinant procaspase-3 D3A, Ac-DEVD-pNA absorbance 405 nm; AID 463141; actives 0.11% (n = 330,000); P42574;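 active = activation above the mean of all tested compounds plus 3 SD, cut at about 21% in these data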;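 note: 0% = DMSO alone and 100% = DMSO wells spiked with extra 5 µM PC-3 D3A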
Target sequence (P42574 whole entry D9A/D28A/D175A): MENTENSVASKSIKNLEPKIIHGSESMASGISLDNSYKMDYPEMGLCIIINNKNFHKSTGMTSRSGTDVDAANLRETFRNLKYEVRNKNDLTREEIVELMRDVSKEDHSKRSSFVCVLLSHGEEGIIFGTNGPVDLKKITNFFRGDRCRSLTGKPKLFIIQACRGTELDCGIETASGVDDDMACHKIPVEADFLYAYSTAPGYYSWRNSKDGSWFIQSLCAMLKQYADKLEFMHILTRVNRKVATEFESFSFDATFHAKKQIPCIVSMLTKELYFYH
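material = Procaspase-3 D3A mutant | probe or stimulus = Ac-DEVD-pNA | compound = single dose, 8.5 µM nominal compound, 0.8% DMSO | timing = 1 h preincubation, 2 h reaction | measured by = 405 nm absorbance of p-nitroaniline, reads at 0 and 120 min | benchmarks = DMSO-only low control, 5 µM PC-3 D3A high control | repeats = singlicate, each compound tested once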
proCasp7 act: counter-screen for procaspase-3 activators: activators of human procaspase-7; P55210; recombinant procaspase-7, Ac-DEVD-pNA absorbance 405 nm; D23A/D198A/D206A triple mutant, cannot self-cleave; scale: DMSO 0, 5 µM enzyme 100; activation, % at 8.5 µM; actives 0.093% (n = 330,000); AID 463210;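 active = percent activation above the screen-wide mean plus 3 SD, cut at about 25% in these data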
Target sequence (P55210 whole entry D23A/D198A/D206A): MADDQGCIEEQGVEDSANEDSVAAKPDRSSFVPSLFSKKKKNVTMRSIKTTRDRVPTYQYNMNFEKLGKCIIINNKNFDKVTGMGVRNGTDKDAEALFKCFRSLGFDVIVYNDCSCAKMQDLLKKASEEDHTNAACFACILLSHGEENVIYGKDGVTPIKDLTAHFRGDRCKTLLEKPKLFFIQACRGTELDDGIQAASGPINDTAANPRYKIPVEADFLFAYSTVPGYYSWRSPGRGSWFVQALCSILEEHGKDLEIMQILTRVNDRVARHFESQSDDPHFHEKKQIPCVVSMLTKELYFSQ
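Assay system: Uncleavable procaspase-7 mutant enzyme / Input: 2 µM procaspase-7 mutant as dispensed / Dosing: single nominal 8.5 µM compound dose, 0.8% DMSO final / Timing: 1 h enzyme–compound preincubation and 2 h substrate reaction, both 25 °C / Detection: p-Nitroaniline absorbance at 405 nm, read at 0 and 120 min / Replication: singlicate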
PP1 counter: blocks human PP1-alpha phosphatase, a PP5 counter-screen; P62136; actives 0.9% (n = 320,000); purified PP1alpha, OMFP fluorescence; AID 2235; inhibition, % at 6.7 µM;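 active = inhibition above the mean inhibition of all tested compounds plus 3 SD, computed separately for each screening campaign, cut at about 15% in these data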
AHR activator: activators of human aryl hydrocarbon receptor; P35869; AHR-responsive luciferase reporter cells, luminescence; activation, % at 5 µM; actives 2.5% (n = 320,000); AID 2796; in the data active = activation above about 47%;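 note: 0% = vehicle wells and 100% = reference agonist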
Fh CTSL1 inh: cathepsin L1 inhibition, PFM18AAP counter-screen | recombinant F. hepatica cathepsin L1, Z-Leu-Arg-MCA fluorescence | inhibition, % at 5.96 µM | actives 0.49% (n = 300,000) | AID 1906;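 active = inhibition above the mean of all tested compounds plus 3 SD, set per screening campaign, cut at about 17% in these data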;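 note: 0% = plate median of test compound wells and 100% = 1 µM Z-Phe-Ala-diazomethylketone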
PAFAH2 FP inh: PAFAH2 (human) inhibition | Q99487 | recombinant PAFAH2, FP-rhodamine activity probe, fluorescence polarization | inhibition, % at 3.39 µM | actives 0.99% (n = 340,000) | AID 492956;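 active = inhibition above the mean over all tested compounds plus 3 SD, cut at about 30% in these data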;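 note: inhibitors block probe labeling of enzyme so polarization drops; 0% = enzyme with DMSO and 100% = wells lacking PAFAH2 protein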
PP5 inh: inhibitors of human protein phosphatase 5 (PP5) | inhibition, % at 6.7 µM | purified PP5c, OMFP substrate fluorescence | actives 0.18% (n = 320,000) | P53041;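 active = inhibition above the campaign's mean inhibition across all tested compounds plus 3 SD, cut at about 9.5% in these data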;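 note: 0% = DMSO only and 100% = 100 µM cantharidin control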
Target sequence (P53041 whole entry, looked up): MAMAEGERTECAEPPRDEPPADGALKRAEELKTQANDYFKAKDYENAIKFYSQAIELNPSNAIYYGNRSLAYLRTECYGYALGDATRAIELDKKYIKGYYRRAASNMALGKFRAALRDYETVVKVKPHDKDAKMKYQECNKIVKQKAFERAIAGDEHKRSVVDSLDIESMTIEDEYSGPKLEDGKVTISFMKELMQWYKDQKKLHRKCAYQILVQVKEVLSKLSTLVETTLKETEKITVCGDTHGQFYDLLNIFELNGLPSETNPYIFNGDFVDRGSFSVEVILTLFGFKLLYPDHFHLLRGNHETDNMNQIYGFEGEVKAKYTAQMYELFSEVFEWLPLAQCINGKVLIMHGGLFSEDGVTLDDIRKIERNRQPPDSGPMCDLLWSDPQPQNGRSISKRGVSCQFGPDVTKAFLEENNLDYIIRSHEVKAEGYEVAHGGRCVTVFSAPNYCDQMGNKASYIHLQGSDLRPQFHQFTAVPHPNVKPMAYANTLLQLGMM
core dimer inh: blocks dimerization of HCV core protein. TR-FRET GST/Flag-core106 dimerization, 1536-well. inhibition, % at 5 µM. actives 0.33% (n = 300,000);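 active = inhibition above the mean of all tested compounds plus 3 SD, set per screening campaign, cut at about 45% in these data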
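Assay system: GST-tagged and Flag-tagged HCV core protein residues 1-106 / Times: compound-protein-antibody incubation 4 h at 22.5 °C / Signal: time-resolved FRET, ex 340 nm, em 617 and 671 nm / Evaluation: % inhibition based on acceptor/donor emission ratio / Benchmarks: wells lacking GST-core106 and wells with excess unlabelled core106 / Repeats: singlicate, one well per compound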
Starred values were filed as active, the others as inactive; x = no result given.

No.	mol	TPT1 inhibitor	procasp3 activ	proCasp7 act	PP1 counter	AHR activator	Fh CTSL1 inh	PAFAH2 FP inh	PP5 inh	core dimer inh
1	Cc1ccc(CNC(=O)COC(=O)CCOc2ccc(C)cc2)cc1	0	7	6	-2	2	-27	-6	1.8	-1
2	COc1ccc(/C=C2\SC(=O)N(CC(=O)Nc3cccc(C)c3)C2=O)cc1O	-5	-3	-9	0	4	4	-18	5.3	-1
3	Cc1cc(C)n2c(=O)c3ccc(Cl)cc3nc2c1C#N	10	-25	-42	3	28	-1	-9	-0.2	52*
4	Cc1ccc(OCCC(=O)OCC(=O)Nc2ccc3c(c2)OCCO3)cc1	-1	-3	-5	-1	-3	-15	8	0.6	-2
5	OC(COc1cccc2ccccc12)CN1CCN(c2ccccn2)CC1 (stereo unspecified)	-1	7	-1	-2	2	2	-6	4.8	-5
6	CCn1ncc(CNC(=O)CCCSc2nc(-c3ccco3)cc(C(F)(F)F)n2)c1C	3	1	-4	-5	-3	-6	8	1.4	8
7	Nc1ccc2c(c1)C(=O)c1ccccc1C2=O	-6	11	1	1	29	-5	3	0.7	-4
8	Cc1cc(C(=O)Nc2ccc(C(=O)O)cc2)c(C)o1	3	4	1	0	1	-3	-6	-0.5	0
9	COc1cccc(NC(=O)n2nc(N)cc2-c2ccc(Cl)cc2)c1	0	-7	-8	9	27	-3	2	2.2	15
10	COc1ccc(NC(=O)c2cc(S(=O)(=O)NCC3COc4ccccc4O3)ccc2F)cc1 (stereo unspecified)	-4	8	-10	1	10	-3	5	2.9	-8
11	CS(=O)(=O)c1ccc2nc(NC(=O)c3ccccc3)sc2c1	1	5	13	2	0	9	-1	1.5	-3
12	Cc1cc(S(=O)(=O)N2CCCC2C(=O)N2CCOCC2)c(C)cc1Cl (stereo unspecified)	-5	5	-3	0	3	-4	-8	-0.8	-1
13	Cn1nnnc1SCSc1nnnn1C	-3	0	15	-2	0	-3	1	0.8	3
14	CC(=O)c1ccc(NC(=O)C2CCCN(C(=O)c3ccc(Cl)cc3)C2)cc1 (stereo unspecified)	-2	3	16	-1	0	3	x	2.0	-1
15	CC(=O)c1cccc(NC(=O)CCS(=O)(=O)c2cccc3nonc23)c1	-1	10	-1	-5	2	-3	-6	-0.9	4
16	CCCn1c(SCc2cc(=O)[nH]c3ccccc23)nc2c1c(=O)n(C)c(=O)n2C	0	12	2	-1	0	-3	-1	-0.8	-8
17	Cc1ccccc1N1C(S)=C(C#N)C(=O)NC1c1ccco1 (stereo unspecified)	3	-11	-36	-1	0	4	6	-0.5	42
18	CCC(C)(C)NC(=O)c1cc(OC)c(OC)cc1[N+](=O)[O-]	1	-2	-4	-3	0	-2	2	0.0	-2
19	O=C(Nc1ccc(S(=O)(=O)Nc2ncccn2)cc1)c1ccccc1Br	-1	2	2	-4	5	0	7	-1.2	-8
20	CCOC(=O)Nc1ccc2c(CN(C)Cc3ccc(F)cc3)cc(=O)oc2c1	-1	5	1	0	1	0	-1	3.6	5
21	COc1cc(NC(=O)COC(=O)c2cc(S(=O)(=O)N3CCCCC3)ccc2Cl)c(C)cc1[N+](=O)[O-]	-4	-2	4	3	17	2	2	1.4	19
22	CCN(CC)S(=O)(=O)c1ccc(C(=O)N(c2ccccc2)C2C=CS(=O)(=O)C2)cc1 (stereo unspecified)	-5	1	3	-3	-2	-1	1	1.3	0
23	O=C(NCCN1CCOCC1)c1ccc(NC(=O)C2COc3ccccc3O2)cc1 (stereo unspecified)	0	-5	2	3	2	-6	-3	-0.2	-9
24	Cc1cc(=O)c(C(=O)O)cn1-c1ccc(C(C)C)cc1	3	7	11	-1	-1	-1	-5	1.6	-1
25	Cc1ccc(-n2c(C)nc3c(cnn3-c3ccc(C)c(C)c3)c2=O)cc1C	-23	4	-6	1	3	4	-3	-0.5	23
26	CCNc1nc(ON=C(C)C)nc(N(C)C)n1	2	6	-4	-3	1	-8	-5	2.1	-2
27	CC(C)(C#N)Nc1ccccc1	2	-1	-8	0	0	-1	2	-0.5	-5
28	O=C(O)C1CCC(=O)N1C(=O)OCc1ccccc1 (stereo unspecified)	1	5	-5	1	2	4	1	-0.6	4
29	CC(=O)c1cc(C#N)c(Oc2ccc(Cl)cc2Cl)nc1C	1	-2	0	-1	11	-1	4	0.9	5
30	Cc1nc(CCNC(=O)Cc2ccc(Cl)cc2)cs1	-4	-5	-4	-4	-2	-2	8	0.6	-2
31	O=C(NCCCN=C1NS(=O)(=O)c2ccccc21)c1ccc(S(=O)(=O)N2CCOCC2)cc1	1	2	-7	-4	-1	4	8	-1.0	-1
32	O=C(Nc1ccc(Br)cc1)N1CCCC(O)C1 (stereo unspecified)	2	1	6	-3	4	-5	-5	-3.5	1
33	COc1ccc(NC(=O)CN(C)CC(=O)Nc2ccc(C)c(S(=O)(=O)N3CCCCC3)c2)cc1	x	13	8	-3	6	x	0	3.6	x
34	COc1ccc(CCNC(=O)CCNC(=O)N2CC(=O)Nc3ccccc32)cc1	-1	-5	-6	4	5	4	0	-6.1	-10
35	CCCC[n+]1ccn(-c2nc3ccccc3nc2[N-]S(=O)(=O)c2ccc(Cl)cc2)c1	-1	-4	3	-2	0	-3	1	-3.1	7
36	CC1=NN(C(N)=S)C(=O)C1N=Nc1c(C)n(C)n(-c2ccccc2)c1=O (stereo unspecified)	-5	-9	0	-6	24	2	-4	0.5	-9
37	Cc1ccc2nc(-c3ccc(SCC(=O)N4CCc5ccccc54)nc3)[nH]c2c1	-1	-1	13	9	59*	5	-70	0.5	-29
38	CC1CN(C(=O)c2cc(-c3ccc(Cl)s3)nc3ccccc23)CC(C)O1 (stereo unspecified)	-1	5	9	-3	3	4	4	3.1	0
39	O=C(Cn1cncn1)c1ccc(F)cc1F	1	-6	-1	-3	4	-3	-2	0.1	-11
40	O=C(NC1CCN(Cc2ccccc2)CC1)c1ccc2c(c1)OCCCO2	0	-4	5	2	-2	-3	-1	1.6	-1
41	COc1cc(C(=O)NCCC(=O)NC2CCC(C)CC2)cc(OC)c1OC (stereo unspecified)	-1	-6	7	-9	4	9	0	0.7	-16
42	COc1cc(CNC23CC4CC(CC(C4)C2)C3)ccc1OCc1ccccc1	5	-1	5	2	2	0	4	2.0	-6
43	COc1ccc(NS(=O)(=O)c2ccc3c(c2)NC(=O)CO3)cc1	0	-3	0	-2	0	-3	-4	3.6	-4
44	CC(=O)Nc1sc2c(c1C(N)=O)CCN(Cc1ccccc1)C2	2	4	10	-5	5	3	2	3.2	2
45	CC1(C)CC(=O)/C(=C(\O)c2ccccc2)C(=NCCO)C1	-1	3	-146	-8	0	0	-7	2.0	4
46	COc1ccccc1N1CCN(S(=O)(=O)c2ccc(-n3cnnn3)c(C)c2)CC1	2	-3	-14	0	0	-1	-3	3.0	-1
47	O=c1oc2ccc3ccccc3c2cc1-c1nnc(-c2cccs2)o1	1	6	7	-3	52*	2	5	-0.7	6
48	N#CCSc1nc2c(c(=O)n1Cc1ccccc1)C1(CCCC1)Cc1ccccc1-2	2	0	5	5	1	12	-6	-4.0	8
49	CC1(C)Cc2c(c(N3CCOCC3)nc3sc4c(NCC5CCCO5)nnnc4c23)CS1 (stereo unspecified)	4	-2	-5	-1	-2	0	-1	2.0	2
50	Cc1ccc(-c2nn(CCC(=O)NN3CCOCC3)c(=O)c3ccccc23)cc1	0	1	5	-5	0	-3	x	1.2	3

Exported with values under each structure: 4 of the compounds above
The line under a structure holds: TPT1 inhibitor | procasp3 activ | proCasp7 act | PP1 counter | AHR activator | Fh CTSL1 inh | PAFAH2 FP inh | PP5 inh | core dimer inh
40. O=C(NC1CCN(Cc2ccccc2)CC1)c1ccc2c(c1)OCCCO2
    0 | -4 | 5 | 2 | -2 | -3 | -1 | 1.6 | -1
41. COc1cc(C(=O)NCCC(=O)NC2CCC(C)CC2)cc(OC)c1OC (stereo unspecified)
    -1 | -6 | 7 | -9 | 4 | 9 | 0 | 0.7 | -16
42. COc1cc(CNC23CC4CC(CC(C4)C2)C3)ccc1OCc1ccccc1
    5 | -1 | 5 | 2 | 2 | 0 | 4 | 2.0 | -6
43. COc1ccc(NS(=O)(=O)c2ccc3c(c2)NC(=O)CO3)cc1
    0 | -3 | 0 | -2 | 0 | -3 | -4 | 3.6 | -4

The list goes on:
No.	mol	TPT1 inhibitor	procasp3 activ	proCasp7 act	PP1 counter	AHR activator	Fh CTSL1 inh	PAFAH2 FP inh	PP5 inh	core dimer inh
51	Cc1cc2c(=O)n(CC(=O)NCC(=O)N3CCN(Cc4ccccc4)CC3)cnc2s1	2	-7	-7	-5	-2	3	7	-0.8	-3
52	Cc1ccc(C)c2c1[nH]c1ccccc12	-3	-2	0	1	17	7	12	4.9	-3
53	OCC[C@H]1C[C@H](O)[C@@H](O)[C@@]2(Cc3ccccc3O2)O1	0	6	-10	3	2	0	2	2.1	-8
54	Cc1ccc(-c2nnc(COC(=O)c3ccco3)o2)cc1	-1	-1	14	-2	8	-5	12	2.3	-1
55	CC1CCCCC12NC(=O)N(Cn1nnc3ccccc3c1=O)C2=O (stereo unspecified)	0	3	16	-2	4	1	2	2.8	-19
56	Cc1ccccc1CNc1ccc(C(CC(N)=O)NC(=O)c2ccc(Br)cc2)cc1[N+](=O)[O-] (stereo unspecified)	3	-12	-13	13	1	-1	4	-6.9	6
57	COc1ccc(/C=N/Nc2nncc3ccccc23)c(OC)c1	-1	-5	-8	-1	32	4	-5	1.1	-17
58	CCOc1ccc(N2CC(C(=O)NCCCN3CCOCC3)CC2=O)cc1 (stereo unspecified)	-5	0	0	-2	2	-3	-5	1.5	-4
59	N#CC1=C(N)OC2=C(C(=O)CCC2)C1c1ccncc1 (stereo unspecified)	3	-13	-13	-5	5	9	-6	0.5	-1
60	O=C(CNc1cc(S(=O)(=O)N2CCOCC2)ccc1NCC1CCCO1)Nc1ccc(C(F)(F)F)cc1 (stereo unspecified)	7	-4	5	-6	1	9	8	6.2	-2
61	CSc1ccc(CN(C)C(=O)CSCC(=O)Nc2cc(C)on2)cc1	-2	-3	16	2	-3	0	-1	1.7	-4
62	CCN=C1SC(CC(N)=O)C(=O)N1CC (stereo unspecified)	-7	-1	-12	-1	-1	0	-1	1.8	-3
63	O=C(O)CCCC(=O)NCc1ccccn1	1	2	-3	-5	1	6	-2	4.1	-2
64	CCOC(=O)CCc1c(C)c2ccc(OCc3cc([N+](=O)[O-])ccc3OC)cc2oc1=O	1	4	0	1	0	-4	-5	1.7	10
65	CCOc1cc(C(=O)Nc2ccc(C)cc2C)ccc1OCC(=O)N1CCCCC1	0	1	-4	-1	8	-3	-8	3.4	-4
66	CCCCCOc1ccc(C(=O)NCCC(=O)NCCCC(=O)OCC)cc1	-3	-2	2	0	-2	-5	2	1.5	-1
67	CC1CCCCC1NC(=O)COC(=O)/C=C/c1ccco1 (stereo unspecified)	x	1	11	1	-1	x	84*	-0.3	x

Bioassay records: PubChem, The Scripps Research Institute Molecular Screening Center
